Compound activity: PubChem, The Scripps Research Institute Molecular Screening Center
PAD4 FP inh = blocks human protein arginine deiminase 4 | 0.41% of 330,000 active | AID 485272 | inhibition, % at 6.36 µM | recombinant PAD4, RCA probe fluorescence polarization;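 active = percent inhibition above a cutoff equal to the mean of all tested compounds plus 3 SD, cut at about 15% in these data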;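 note: 0% = PAD4 with RCA probe and DMSO and 100% = probe without PAD4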
PREPL inhibitor = inhibits the human prolyl oligopeptidase-like enzyme | 0.68% of 320,000 active | inhibition, % at 5.96 µM | recombinant PREPL, fluorescence polarization activity-based probe | Q4J6C6; in the data active = inhibition above about 43%;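 note: 0% = enzyme with DMSO and 100% = wells lacking enzyme; many of its hits are not listed in these tables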
Target sequence (Q4J6C6 whole entry, looked up): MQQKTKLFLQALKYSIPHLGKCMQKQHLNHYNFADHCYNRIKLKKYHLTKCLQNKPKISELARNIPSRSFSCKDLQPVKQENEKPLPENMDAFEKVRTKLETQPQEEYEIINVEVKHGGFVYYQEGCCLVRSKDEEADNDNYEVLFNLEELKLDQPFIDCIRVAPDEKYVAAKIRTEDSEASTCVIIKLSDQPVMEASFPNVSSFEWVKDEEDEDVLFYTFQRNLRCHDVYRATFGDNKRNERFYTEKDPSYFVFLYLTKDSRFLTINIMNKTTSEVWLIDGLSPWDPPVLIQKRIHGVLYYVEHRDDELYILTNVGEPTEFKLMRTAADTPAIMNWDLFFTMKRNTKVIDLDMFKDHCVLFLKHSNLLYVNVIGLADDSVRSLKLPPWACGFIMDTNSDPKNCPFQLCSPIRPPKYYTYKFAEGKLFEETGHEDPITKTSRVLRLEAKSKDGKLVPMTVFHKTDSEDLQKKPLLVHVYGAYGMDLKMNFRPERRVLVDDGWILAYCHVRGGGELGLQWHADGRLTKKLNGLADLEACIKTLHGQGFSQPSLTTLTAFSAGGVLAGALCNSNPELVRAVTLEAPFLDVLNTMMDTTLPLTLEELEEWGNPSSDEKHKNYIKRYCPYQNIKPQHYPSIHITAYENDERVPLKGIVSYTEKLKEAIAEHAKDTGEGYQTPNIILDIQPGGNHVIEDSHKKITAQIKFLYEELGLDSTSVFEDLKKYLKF
PAFAH1B3 inh = PAFAH1B3 (human) inhibition; Q15102; 0.28% of 340,000 active; recombinant PAFAH1B3, FP-rhodamine probe, fluorescence polarization; inhibition, % at 3.39 µM;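 active = inhibition above the screen-wide average of all tested compounds plus 3 SD, cut at about 25% in these data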;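 note: 0% = enzyme with DMSO only and 100% = wells lacking PAFAH1B3 protein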
LYPLA2 counter = LYPLA2 (human) inhibition in PME1 counter-screen. inhibition, % at 5.9 µM. AID 2177. recombinant LYPLA2, FP-Rh probe fluorescence polarization. 0.38% of 320,000 active;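 active = inhibition above the screen-wide mean plus 3 SD, limit set per campaign, cut at about 26% in these data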;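 note: 0% = LYPLA2 with DMSO and 100% = wells lacking LYPLA2 enzyme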
Target sequence (O95372 whole entry, looked up): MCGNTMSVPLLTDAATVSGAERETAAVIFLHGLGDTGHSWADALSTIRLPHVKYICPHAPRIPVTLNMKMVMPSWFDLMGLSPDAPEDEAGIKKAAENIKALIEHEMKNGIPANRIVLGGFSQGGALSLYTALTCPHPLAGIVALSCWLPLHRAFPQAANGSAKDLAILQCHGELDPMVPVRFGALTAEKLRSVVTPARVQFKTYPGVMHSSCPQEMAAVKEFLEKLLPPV
LYPLA1 inh = counter-screen for PME1 inhibitors: inhibitors of human LYPLA1. O75608. recombinant LYPLA1, FP-Rh probe fluorescence polarization. inhibition, % at 5.9 µM. 0.16% of 320,000 active;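 active = inhibition above the mean of all tested compounds plus 3 SD, set per campaign, cut at about 14% in these data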;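 note: inhibitors block serine hydrolase probe labeling of LYPLA1 so polarization falls; 0% = enzyme with DMSO and 100% = wells lacking LYPLA1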
PAFAH1B2 inh = blocks human PAF acetylhydrolase 1b catalytic subunit 2; P68402; recombinant PAFAH1B2, FP-rhodamine activity probe, fluorescence polarization; inhibition, % at 3.39 µM; 1.2% of 340,000 active;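 active = inhibition above the mean of all tested compounds plus 3 SD, cut at about 24% in these data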;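 note: 0% = enzyme with DMSO and 100% = wells lacking PAFAH1B2; many of its hits are not listed in these tables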
PME-1 primary = PME-1 (human) inhibition. Q9Y570. recombinant PME-1, FP-Rh probe fluorescence polarization. inhibition, % at 5.9 µM. 0.53% of 320,000 active. AID 2130;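 active = inhibition above the campaign mean of all compounds plus 3 SD, cut at about 26% in these data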;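 note: competitive labeling of PME-1 active site by serine hydrolase directed probe; 0% = PME-1 with DMSO and 100% = wells lacking PME-1 enzyme; inhibitors block probe labeling so polarization falls and inhibition rises; many of its hits are not listed in these tables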
GSTO1 counter = counter-screen for RBBP9 inhibitors: inhibitors of human GSTO1; recombinant GSTO1, activity-based probe fluorescence polarization; inhibition, % at 5.96 µM; 1.1% of 300,000 active;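 active = inhibition above the campaign mean inhibition plus 3 SD, cut at about 35% in these data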;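 note: 0% = GSTO1-1 with DMSO and 100% = wells lacking GSTO1-1 enzyme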
pPAFAH FP inh = inhibitors of human plasma PAF acetylhydrolase (pPAFAH) | Q13093 | AID 463082 | recombinant pPAFAH, FP-rhodamine probe fluorescence polarization | inhibition, % at 3.39 µM | 1.5% of 330,000 active;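 active = inhibition above the mean inhibition across the screen plus 3 SD, cut at about 25% in these data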;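 note: inhibitors block binding of the rhodamine activity-based probe so polarization drops; 0% = enzyme with DMSO and 100% = wells lacking pPAFAH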
The depositor's hits bear a star; x = not tested or not shown; & = joins results of further samples. A portion of the library; rates above refer to the full screens.

smiles,PME-1 primary,PAD4 FP inh,PAFAH1B3 inh,GSTO1 counter,pPAFAH FP inh,LYPLA2 counter,LYPLA1 inh,PAFAH1B2 inh,PREPL inhibitor
Oc1ccc2[nH]ccc2c1,3.9,0.8,7.9,11.3,2.2,0.4,0.4,1.5,6.8
O=C(Cc1ccccc1)Nc1cccnc1,4.9,-3.5,-3.3,-2.0,0.1,4.5,1.6,-2.1,17.3
CC1CCCCN1Cc1c(O)ccc2c(=O)c(-c3nc4ccccc4s3)coc12 (configuration not stated),-0.5,-7.9,2.8,14.1,15.8,-7.9,-1.6,0.0,34.3
Cc1ccc(NC(=O)CCC(=O)NNC(=O)c2ccco2)c(C)c1,0.1,2.3,-0.5,5.7,3.7,0.8,1.8,1.8,5.7
CCn1cc(C(=O)O)c(=O)c2cc(F)c(N3CCNCC3)cc21,4.1,-3.9,8.9,6.8,-2.5,3.5,-0.7,1.7,-0.7
CC(C)N1CCC(N2CCN(CCCc3ccccc3)CC2CCO)CC1 (configuration not stated),0.8,-1.1,3.0,2.6,1.8,-1.2,-0.3,5.5,16.0
COCCN1C(=O)C(=O)/C(=C(/O)c2ccc(S(=O)(=O)N3CCOCC3)cc2)C1c1cccc(Cl)c1 (configuration not stated),-1.9,-2.1,4.5,-3.0,-6.1,0.9,-2.3,1.6,-7.0
Cc1ccc(NC(=O)CSc2nnc(-c3ccccn3)n2N)cc1F,1.0,2.1,x,10.5,2.2,-1.2,-3.1,x,-19.9
CC(=O)NS(=O)(=O)c1ccc(NC(=S)NC(=O)CC(C)C)cc1,-3.4,-9.3,x,0.5,-5.1,0.3,0.7,x,6.0
Cc1cc(-c2ccc(S(=O)(=O)N(C)Cc3ccccc3)cc2)on1,-11.4,3.8,10.3,-8.6,-8.0,-3.7,-5.3,-4.5,9.3
COc1ccccc1N(CC(=O)NC1CCCC1)C(=O)C1(C)CC(=O)N=C2C=CC(C)=CN21 (configuration not stated),-2.5,-1.9,3.1,-8.2,-13.6,-4.4,-0.1,2.5,18.5
N#C/C(=C(\O)c1cc(Cl)sc1Cl)c1nc2ccccc2[nH]1,34.7*,-10.2,-2.0,0.0,-2.2,-1.6,-0.5,9.9,7.8
Cc1ccc(O)c(NC(=O)c2cccc(NC(=O)c3ccco3)c2)c1,-2.9,1.8,1.1,-9.9,-3.0,0.6,-2.6,-0.9,11.5
O=C(NC(=S)Nc1ncccn1)c1ccccc1Cl,4.2,-1.8,0.0,4.7,2.4,4.1,2.0,-1.4,-3.9
CN(C)S(=O)(=O)c1cc([N+](=O)[O-])ccc1N1CCCCCC1,2.9,-5.5,2.8,3.8,0.5,5.7,1.5,9.4,4.9
COc1ccc(NC(=O)CN2C(=O)COc3ccc(S(=O)(=O)N4CCOCC4)cc32)c(OC)c1,-0.5,-1.3,-5.3,-1.7,2.6,0.8,4.7,-3.6,-4.7
COC(=O)c1ccc(N(C(=O)CNC(=O)c2ccco2)C(C(=O)NC2CCCC2)c2ccco2)cc1 (configuration not stated),-10.1,4.8,-1.6,1.9,6.7,-0.2,-2.0,7.2,4.8
O=C(O)c1ccc(-c2noc(-c3cccc(Cl)c3)n2)cc1,x,-1.1,-0.1,x,6.6,x,x,2.7,2.8
O=[N+]([O-])c1ccc(/C=N/Nc2nc(N3CCOCC3)nc(N3CCOCC3)n2)cc1,2.7,1.0,4.9,3.2,5.3,8.2,0.8,0.4,12.9
Cc1nn(-c2cc(N3CCCCCC3)ccc2[N+](=O)[O-])c(=O)c2ccccc12,6.1,-0.8,5.2,1.1,3.9,3.0,-2.4,-2.1,-7.6

Further records follow.
smiles,PME-1 primary,PAD4 FP inh,PAFAH1B3 inh,GSTO1 counter,pPAFAH FP inh,LYPLA2 counter,LYPLA1 inh,PAFAH1B2 inh,PREPL inhibitor
COc1ccc(N2C(=O)CSC2c2ccccc2F)c(OC)c1 (configuration not stated),3.0,3.2,6.7,8.9,-1.4,-3.2,2.2,12.0,-13.7
COc1cccc(CN(C)CC(=O)NC(=O)NCc2ccccc2)c1,-1.9,-2.0,6.1,9.0,5.0,6.9,-1.2,0.2,0.1
Fc1ccc(OCCn2cnc(Cl)c2Cl)cc1,-7.9,2.8,1.4,9.9,-2.5,2.8,-2.2,-0.4,-21.1
CC(C)CC(=O)Nc1ccc(N2CCN(C(=O)c3cccs3)CC2)cc1,-4.6,1.1,3.1,4.8,-1.6,23.4,-1.7,-6.6,2.3
O=C(Nc1ccc(S(=O)(=O)N2CCOCC2)cc1)c1ccccc1,-0.5,2.6,1.2,-0.9,4.2,4.2,-1.4,0.4,0.9
O=C(NCCNC(=O)c1ccccn1)c1cccc(F)c1,-0.8,-0.9,0.8,-1.8,9.9,-4.5,-3.5,-1.5,-1.6
CCOC(=O)C(CC(=O)Nc1nc(C(C)=O)c(C)s1)C(C)c1ccccc1 (configuration not stated),3.0,-4.1,9.9,-0.8,4.6,2.8,8.0,4.4,-13.3
O=[N+]([O-])c1ccc(CSc2nnc(SCc3ccc(Cl)cc3)s2)cc1,5.4,3.5,-5.3,0.8,1.2,4.6,-2.2,11.7,11.7
Cc1ccc(Cl)c(NC(=O)CN(C)CC(=O)Nc2ccc(F)c(F)c2F)c1Cl,7.7,-2.4,4.9,1.6,1.6,4.3,1.8,6.1,-60.9
COc1cccc(NC(=O)C(c2ccccc2)N2CCCC2)c1 (configuration not stated),4.0,1.3,3.9,14.6,0.3,1.3,1.5,0.9,-8.8
Cc1cc(C(=O)COC(=O)CN(C)S(=O)(=O)c2ccc(Cl)cc2)c(C)n1CC1CCCO1 (configuration not stated),7.8,0.8,6.3,3.1,7.8,5.5,1.8,7.6,4.9
CCOC(=O)C1(CCOc2ccccc2)CCN(CC2CC2)CC1,3.2,-0.5,5.7,-0.9,2.0,1.8,0.5,-0.8,-26.3
CCOC(=O)C1(Cc2cccc(OC)c2)CCCN(C(=O)CNC(C)=O)C1 (configuration not stated),5.1,0.5,10.9,4.0,3.8,9.7,1.2,3.9,-6.2
O=C(NC1CCc2ccccc21)c1cc(COc2ccc(F)cc2F)on1 (configuration not stated),-4.0,-4.8,-6.3,1.2,-0.9,-0.1,-3.4,2.7,-9.4
Cc1cccc(C(=O)N2CCCC(Nc3ccc(C)c(C)c3)C2)n1 (configuration not stated),3.1,-0.7,4.5,-1.3,5.3,-0.2,2.0,6.5,15.9
O=C(COc1ccc(S(=O)(=O)N2CCOCC2)cc1)Nc1ccccc1C(F)(F)F,-9.1,-4.4,5.8,12.0,-1.9,0.2,-0.9,4.8,8.2
CCn1c(CC(=O)Nc2ccc(C)cc2)nnc1SCC(=O)N1CCN(c2ccccc2)CC1,6.9,-3.4,12.9,1.0,5.7,0.4,0.9,6.0,12.9
O=S(=O)(NCCc1ccccc1)c1ccc(F)cc1Br,x,0.2,12.1,x,8.7,x,x,16.1,x
O=C(O)CSc1nc2c(c(C(F)(F)F)n1)CCCC2,-1.8&-10.0,-0.1&0.4,2.4&2.5,-2.2&8.6,-3.5&-4.9,5.3&-2.6,-3.0&1.0,4.0&6.9,-5.0&7.3
C=CCn1c(-c2cc(-c3ccccc3)sc2N)n[nH]c1=S,9.1,2.0,x,11.6,11.3,11.9,7.7,x,6.9

Further entries follow.
smiles,PME-1 primary,PAD4 FP inh,PAFAH1B3 inh,GSTO1 counter,pPAFAH FP inh,LYPLA2 counter,LYPLA1 inh,PAFAH1B2 inh,PREPL inhibitor
COc1cccc(NC(=O)C2CCN(S(=O)(=O)c3ccc4c(c3)OCCO4)CC2)c1,-5.5,7.4,5.2,4.4,-0.7,-0.3,-0.6,2.0,2.5
CCN1CCN(c2ccc([N+](=O)[O-])c(Sc3nc4ccccc4[nH]3)c2)CC1,17.1,2.3,-2.0,-0.1,0.6,8.5,-2.1,0.6,-11.0
CC1CCN(CCCNC(=O)c2cc3c(s2)-c2ccccc2OC3)CC1,-10.2,-3.4,10.6,-1.7,4.5,-5.0,-2.8,6.2,36.9
CC(=O)c1c(C)[nH]c(C(=O)OCc2csc(CC(=O)Nc3ccccc3C)n2)c1C,x,-10.8,6.4,x,-4.5,x,x,1.3,0.2
CCC(C)(C)NC(=O)C(c1ccco1)N(C(=O)Cn1nnc2ccccc21)c1ccc2c(c1)OCO2 (configuration not stated),-9.9,-4.7,9.3,-5.2,4.5,-7.5,-1.4,4.1,-7.5
CCC(=O)Nc1ccc(OCc2nc3ccccc3s2)cc1,-2.9,0.6,1.3,-1.2,1.9,-6.9,-5.5,3.1,25.9
O=C(CSc1nnnn1-c1ccc(Cl)c(C(=O)O)c1)NC(c1ccccc1)c1ccccc1,4.7,-3.1,8.6,-0.8,-0.9,1.4,-1.5,11.1,-1.4
Cc1ccc(C(=O)N2CCC3(CC2)NCCc2[nH]cnc23)cc1C,3.1,-3.1,8.7,-4.4,0.7,-2.6,1.6,3.0,6.3
CC(=O)c1cc(C#N)c(NCCCN(C)C)nc1C,-4.1,-1.9,5.5,4.6,4.9,-2.3,-1.7,-1.2,-1.1
O=C(c1cccc(Br)c1)N1CCN(C(=O)N2CCCCC2)CC1,1.3,-6.7,10.5,7.3,0.8,-2.4,-1.9,-2.3,14.4
CC(C)CC(=O)N1CCN(Cc2cccc(Cl)c2)CC1,0.1,-2.3,1.7,0.3,-3.5,-0.9,2.0,0.2,16.0
Cc1ccc(S(=O)(=O)N2CCN(C(=O)COC(=O)c3ccc(Br)o3)CC2)c(C)c1,13.4,-1.0,4.0,0.9,11.4,-1.0,-2.4,3.2,19.9
O=C(O)Cc1ccc2oc(-c3ccccn3)nc2c1,-2.4,-4.7,-2.4,5.4,2.3,0.9,-1.2,5.2,0.0
O=C(CSc1nnc(NC(=O)c2ccccc2[N+](=O)[O-])s1)NCC1CCCO1 (configuration not stated),0.2,-4.1,9.7,-11.5,2.0,-3.7,-0.9,-0.5,-2.9
Cc1ccc(C(=O)CSc2nc(N)cc(=O)[nH]2)cc1,-4.2,2.4,3.7,9.7,9.4,8.8,-0.9,2.2,22.3
CCC1CCCCN1C(=S)Nc1ccc(SC(F)F)cc1 (configuration not stated),-1.0,-0.7,3.9,1.1,0.1,5.3,0.2,7.3,-2.2
O=C(CSc1ccc2nnc(CCNC(=O)c3ccccc3)n2n1)NCc1ccc(F)cc1,1.9,-1.4,7.2,-0.8,5.3,-6.0,-5.5,2.0,8.0
COc1cccc(-c2nnc3sc(C4CCCCC4)nn23)c1,-8.4,0.8,1.7,-0.8,-0.6,4.0,1.1,6.5,10.3
O=C(C1CCN(C2CC(=O)N(c3ccc(F)cc3)C2=O)CC1)N1CCOCC1 (configuration not stated),-0.2,2.2,4.9,9.4,-5.1,-1.6,-1.5,3.4,2.3
CCCN(Cc1cc2cc(C)ccc2[nH]c1=O)C(=O)c1cccc([N+](=O)[O-])c1,-3.0,1.7,1.4,8.6,0.6,-0.4,-1.0,-0.9,2.6
Cc1c(OCC(F)(F)F)ccnc1CSc1nc2ccccc2[nH]1,-2.2,-8.7,6.5,-5.1,-3.9,8.4,-1.5,-0.4,11.4
COc1ccc2[nH]c(=O)c(CN(c3ccccc3OC)S(=O)(=O)c3ccccc3)cc2c1,7.1,3.5,5.7,3.0,1.6,5.0,0.1,4.2,-15.6
O=C(O)c1sc2cccc(Cl)c2c1Cl,0.4,-0.1,4.1,-8.5,0.7,-5.3,-4.5,4.9,1.6
